# Compound activity as filed in PubChem.
# Luc counter = Counterscreen for Luciferase (Kinase-Glo TM) Inhibition; Luciferin 4-monooxygenase (Photuris pensylvanica), Q27757; AID 1379, 2008; hit rate 0.28% among 200,000; Potency, µM (top dose mostly 38.3 µM), without a hit: at the top dose activity change, negative = inhibition, most hits filed as inhibitors; Kinase-Glo luciferase, ATP luminescence, 8 min; also: potency is read from the fitted curve at half-maximal effect; % is scaled to controls: 0 for no effect and ±100 for the full control effect; nearly all actives have a fitted effect of over 60% in size
#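 Compounds were added to a substrate mix at pH 7.2 (50 mM imidazole, 10 uM ATP, within the enzyme's linear range), followed by Kinase-Glo detection reagent; luminescence was measured after 8 minutes at ambient temperature.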
# CBFb-RUNX1 inh = qHTS Assay for Compounds Blocking the Interaction Between CBF-beta and RUNX1 for the Treatment of Acute Myeloid Leukemia; Runt-related transcription factor 1 (Homo sapiens) + Core-binding factor subunit beta …; AlphaScreen CBFb-His/RUNX1-biotin binding, biochemical; Potency, µM (highest dose often 59.8 µM), without a hit: at the top dose activity, negative = inhibition, actives largely listed as inhibitors; 230,000 tested, under 10 active; also: % of control where 0% means no effect
# Target sequence (Q01196 whole entry, looked up): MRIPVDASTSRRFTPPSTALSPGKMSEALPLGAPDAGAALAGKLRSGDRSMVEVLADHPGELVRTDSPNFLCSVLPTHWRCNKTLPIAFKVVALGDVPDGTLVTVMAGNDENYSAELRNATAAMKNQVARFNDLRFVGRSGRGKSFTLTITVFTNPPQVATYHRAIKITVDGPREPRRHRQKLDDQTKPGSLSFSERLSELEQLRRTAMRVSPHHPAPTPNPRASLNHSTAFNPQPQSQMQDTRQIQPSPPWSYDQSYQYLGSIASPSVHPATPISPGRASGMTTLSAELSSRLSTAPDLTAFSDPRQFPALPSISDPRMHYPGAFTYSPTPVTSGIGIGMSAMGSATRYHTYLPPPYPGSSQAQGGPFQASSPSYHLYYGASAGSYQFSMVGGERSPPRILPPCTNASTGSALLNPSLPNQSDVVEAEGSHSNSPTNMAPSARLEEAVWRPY
# Target sequence (Q13951 whole entry, looked up): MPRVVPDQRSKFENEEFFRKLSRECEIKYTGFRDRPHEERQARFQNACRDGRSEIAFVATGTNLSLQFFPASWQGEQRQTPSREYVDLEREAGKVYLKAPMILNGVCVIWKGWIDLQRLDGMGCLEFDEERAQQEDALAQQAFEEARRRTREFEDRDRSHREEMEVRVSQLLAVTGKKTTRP
#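 His-tagged CBF-beta and biotinylated RUNX1 (30 nM each) were premixed 20 min at room temperature, exposed to compound for 15 min, then given nickel-chelate and streptavidin AlphaScreen beads (50 ng each). After 90 min, AlphaScreen signal was read.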
# L3MBTL1 block = qHTS Assay for the Inhibitors of L3MBTL1; AID 485360, 2010; Lethal(3)malignant brain tumor-like protein 1 (Homo sapiens), Q9Y468; Potency, µM (titrated, usually from 57.1 µM), for inactives: top-dose activity, negative = inhibition, hits mostly inhibitors; hit rate 0.66% among 230,000; AlphaScreen L3MBTL1–H3K9me1 peptide binding; also: potency is read from the fitted curve at half-maximal effect; % is scaled to controls: 0 for no effect and ±100 for the full control effect; nearly all actives have a fitted effect of over 60% in size
#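 First, the protein-peptide complex forms for 30 min at room temperature (L3MBTL1 50 nM, biotinylated H3K9me1 peptide 75 nM). Next, compounds are pin-transferred and incubated 30 min. Finally, AlphaScreen beads are added and read after 30 min.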
# HttQ103 aggreg = qHTS Multiplex Assay to Identify Dual Action Probes in a Cell Model of Huntington: Aggregate Formation (GFP). PC12 HttQ103-GFP aggregates, Acumen cytometry, 40 h. Potency, µM (series often up to 46.1 µM), without a hit: at the top dose activity change, negative = inhibition, hits mostly inhibitors. hit rate 1.1% among 220,000. AID 1688, 2009; also: potency is read from the fitted curve at half-maximal effect; % is scaled to controls: 0 for no effect and ±100 for the full control effect; nearly all actives have a fitted effect of over 60% in size
#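 Aggregate formation scored by laser-scanning cytometer (488 excitation, 500–530 emission) in lysed PC12 cells expressing Q103-GFP after 100 nM tebufenozide induction; library tested in dose series, with ATPLite reagent added in the multiplex.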
# NPSR antagonist = qHTS Assay for Antagonists of the Neuropeptide S Receptor: cAMP Signal Transduction; CHO-NPSR cells, cAMP TR-FRET, antagonist mode; Q6W5P4; hit rate 1% among 220,000; Potency, µM (titrated, usually from 38.3 µM), for the others: at the top dose activity change, negative = inhibition, hits mostly inhibitors; also: potency is read from the fitted curve at half-maximal effect; % is scaled to controls: 0 for no effect and ±100 for the full control effect; nearly all actives have a fitted effect of over 50% in size; many of its hits are not listed in these tables
# Target sequence (Q6W5P4 whole entry, looked up): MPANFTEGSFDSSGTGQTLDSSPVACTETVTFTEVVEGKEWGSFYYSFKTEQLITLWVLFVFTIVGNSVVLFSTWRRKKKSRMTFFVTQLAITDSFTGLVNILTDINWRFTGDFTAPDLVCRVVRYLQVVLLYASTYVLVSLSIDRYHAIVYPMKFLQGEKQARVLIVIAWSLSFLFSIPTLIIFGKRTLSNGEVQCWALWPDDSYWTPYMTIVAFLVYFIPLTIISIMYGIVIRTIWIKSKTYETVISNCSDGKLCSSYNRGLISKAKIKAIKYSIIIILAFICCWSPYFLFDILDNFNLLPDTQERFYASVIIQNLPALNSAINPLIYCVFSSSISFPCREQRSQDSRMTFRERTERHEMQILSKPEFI
# Epigenetic reg = Quantitative High-Throughput Screen for Regulators of Epigenetic Control; murine LDR cells, GFP reporter derepression, 30 h; Potency, µM (titrated, usually from 53.9 µM), inactives show top-dose GFP activation, actives largely listed as activators; hit rate 0.2% among 280,000; AID 1865, 2009; also: potency is read from the fitted curve at half-maximal effect; % of control where 0% means no effect; nearly all actives have a fitted effect of over 60% in size
#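 Derepression of a silenced CMV-GFP reporter in murine LDR cells is scored by enumerating GFP-positive cells with a laser-scanning microplate cytometer after 30 hours of treatment at 37 C.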
# IMPase Li inh = qHTS Assay for Identifying the Cell-Membrane Permeable IMPase Inhibitors: Potentiation with Lithium; CHO-M1 cells, IP1 TR-FRET (IP-One), carbachol + lithium; Potency, µM (highest dose often 59.4 µM), for the others: top-dose activity, negative = IMPase inhibition, usual class: inhibitors; hit rate 0.35% among 210,000;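 also: IP1 builds up when IMPase is blocked and the TR-FRET signal falls; potency is read from the fitted curve at half-maximal effect; plate controls were basal vehicle for no effect and high inhibitor control for full effect; nearly all actives have a fitted effect of over 50% in size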
#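 Readout is a homogeneous TR-FRET IP1 immunoassay (Ex 320, Em 665 and 620), where raised cytosolic IP1 lowers signal. Cells were CHO-M1 treated 30 min at 37C with test compounds plus a little lithium; AC50 values came from Hill-equation fitting.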
# Numbers without * were called inactive; ? = inconclusive; nt = not tested or not shown; [ ] = dose if it differs, or a comment. Calls follow the shape of the dose curve; as a rule, active = well fitted curve in the direction sought with a large enough effect; inconclusive = small, poorly fitted or top-dose-only effect, or another doubt; inactive = no such curve, though single readings can be large; an effect the other way counts as inactive or inconclusive. This is a subset (hit frequency here may not be typical).
SMILES,Luc counter,CBFb-RUNX1 inh,L3MBTL1 block,HttQ103 aggreg,NPSR antagonist,Epigenetic reg,IMPase Li inh
Fc1ccc(-c2ncc3ccccn23)cc1,-5.1%,-13.4%,-20.2%,-6.9%[9.22 µM],8.6%,3.9%,3.1%
O=P(COCCOCCOCP(=O)(c1ccccc1)c1ccccc1)(c1ccccc1)c1ccccc1,1.2%,12.7%,3.4%,11.9%[9.22 µM],5.9%,4.5%,3.6%
O=C(C1=C(O)C(=O)N(c2ncccn2)C1c1cccc(Cl)c1)c1ccco1 (configuration not stated),-3.5%,6.3%,nt,-23.3%,3.9%[46.1 µM],0.2%,?
N#Cc1cc2c(=O)n3ccccc3nc2n(CCCn2ccnc2)c1=N,-1.3%,-6.5%,3.4%,-7.3%,-17.0%[46.1 µM],-4.0%,15.7%[38.3 µM]
Cc1ccc(Nc2ncnc3c2cnn3C)cc1,2.6%,3.5%,-3.9%,-8.7%[9.22 µM],9.3%,-2.6%,4.5%
Cc1coc2cc3oc(=O)c(CCC(=O)O)c(C)c3cc12,nt,9.9%,nt,11.2%[9.22 µM],6.2%,-3.9%,nt
c1cc(Nc2ncnc3sccc23)cc(-c2nnc3n2CCCCC3)c1,-1.1%,-13.9%,-7.4%,?,-7.9%[46.1 µM],-0.9%,10.4%[38.3 µM]
COc1ccc(C2N(Cc3ccccc3)CC(=O)N2/N=C(\C)c2ccccc2)cc1 (configuration not stated),-3.2%,14.4%,-2.8%,2.0%,-39.7%,3.4%,23.5%
O=c1/c(=C/c2ccccc2)sc2nnc(-c3cccs3)n12,nt,-13.4%,9.6%,-14.0%[9.22 µM],15.2%,4.9%,nt
Cc1ccc(S(=O)(=O)N(c2ccccc2)C2CCS(=O)(=O)C2)cc1 (configuration not stated),-3.1%,4.6%,2.3%,14.8%,?,-3.1%,3.1%[38.3 µM]
CCOC(=O)N1CCC(N2Cc3cccc(C(=O)NCc4ccccc4OC)c3C2=O)CC1,-1.8%,-3.2%,-8.6%,-4.7%,-16.8%[46.1 µM],0.0%,13.5%
O=C(OC1Cn2c(=O)ccc(=O)n2C1)c1ccc([N+](=O)[O-])cc1,-0.3%,-7.5%,8.6%,1.9%,16.5%,-1.3%,-6.4%
CCN(CC)CC(=O)c1c[nH]c2ccccc12,2.5%,-0.1%,6.4%,5.4%,-1.8%[46.1 µM],0.0%,-17.4%[38.3 µM]
O=C(Cn1c(=O)n(Cc2ccco2)c(=O)c2ccccc21)NCC1CCCO1 (configuration not stated),-0.8%,6.1%,nt,10.3%,-9.0%[46.1 µM],-2.0%,29.2%[38.3 µM]
O=C(COc1ccc(-c2ccccc2)cc1)NN=C1CCCC1,-0.5%,?,1.4%[11.4 µM],17.3%,11.6%,-0.1%,6.4%
Brc1ccc(-c2nn3c(Cc4ccccc4)nnc3s2)o1,-0.9%,-9.1%,1.2%,-10.4%,3.1%[46.1 µM],-1.6%,-11.7%[38.3 µM]
CN(Cc1ccccc1)C1=CC(=[N+]2CCCCC2)CC(C)(C)C1,nt,-2.3%,nt,-41.2%[9.22 µM],-21.9%,-4.3%,nt
Cc1ccc(S(=O)(=O)N(CC(=O)NCCSC2CCCCC2)c2ccccc2F)cc1,-0.1%,2.9%,-0.2%,-5.1%,?,-0.1%,9.2%[38.3 µM]
O=C(Nc1nc2c(s1)C(=O)CCC2)c1ccccc1,?,7.7%,-3.9%,5.0%,1.5%[46.1 µM],0.2%,-21.8%[38.3 µM]
O=C(O)c1cnn2c(C(F)(F)F)cc(-c3ccccc3)nc12,-3.5%,0.1%,nt,14.4%,-10.5%[46.1 µM],-0.2%,-1.0%[38.3 µM]
Cc1cccc(N(CC(=O)N=Nc2c(O)[nH]c3ccccc23)S(C)(=O)=O)c1C,-6.5%,-10.8%,nt,4.2%,-26.0%[46.1 µM],-0.1%,15.0%[38.3 µM]
O=C1NCCN/C1=C\C(=O)c1ccccc1,-0.5%,-7.4%,nt,8.5%[9.22 µM],5.6%[46.1 µM],-1.5%,0.5%[38.3 µM]
Cc1noc(C)c1S(=O)(=O)N(CC(=O)N1CCn2c1nc1ccccc12)c1ccc(C(C)C)cc1,1.2%,0.5%,6.9%,-7.9%,-11.0%[46.1 µM],0.0%,-0.7%[38.3 µM]
O=C(CN(c1ccc(F)cc1)S(=O)(=O)c1ccc2c(c1)OCCO2)Nc1ccc2c(c1)OCO2,-3.0%,-1.1%,-4.8%,-10.3%,-22.9%[46.1 µM],1.8%,12.7%
CCN1CCN(C(=O)CCNC(=O)Cn2ccc3ccccc3c2=O)CC1,5.5%,-0.6%,nt,11.0%[9.22 µM],2.4%[46.1 µM],-0.9%,-29.9%[38.3 µM]
CC(=O)Nc1cccc(NC(=O)c2cc3ccccc3o2)c1,-18.6%,-1.3%,4.0%,-9.3%,-23.5%[46.1 µM],-3.1%,-4.4%[38.3 µM]
CC(=O)c1ccc2noc(-c3cccc(C)c3)c2c1,-2.5%,19.7%,38.6%[activator],?,-15.4%,0.1%,23.8%
COc1ccc(C2NC(C(=O)O)CS2)cc1COCC(F)(F)F (configuration not stated),-2.7%,5.7%,0.8%,-23.3%,-9.2%[46.1 µM],-2.8%,12.2%[38.3 µM]
Cc1cc2nnc(SCC(=O)NCC3CCCO3)n2c2ccccc12 (configuration not stated),-0.3%,-0.2%,2.4%,9.5%,3.0%,1.1%,3.6%
Cn1nc(-c2ccc(Cl)cc2)nc2c(=O)n(C)c(=O)nc1-2,-9.3%,nt,?,?,1µM*,?,11.7%[38.3 µM]
CC(C)c1ccc(OCc2cccc(C(=O)N/N=C/c3cccnc3)c2)cc1,-3.5%,1.7%,-11.8%,-11.5%,-6.5%,0.0%,-0.7%
O=C(N/N=C1\CCc2ccccc21)c1ccccc1Cl,-3.5%,3.4%,-2.8%,-0.5%,8.1%,-0.9%,6.6%
C/C(=N\NC(=O)c1ccccc1)c1nc2ccccc2n1C,7.3%,-22.2%,2.7%,11.2µM*,9.0%,-1.9%,11.4%
CCN1C(=O)N[C@@H](c2cccs2)C(C(C)=O)=C1C,-2.9%[7.66 µM],5.2%[13.1 µM],nt,11.4%[9.22 µM],23.5%,9.4%,-3.1%
COc1ccccc1/C=C(\NC(=O)c1ccc(OC)c(OC)c1)C(=O)Nc1ccc([N+](=O)[O-])cc1,-0.7%,3.2%,5.1%,9.3%,-3.2%,0.9%,0.2%
Cc1ccccc1N1C(=O)C(Cl)=C(N2CCCCCC2)C1=O,12.7%,?,40.4%[activator],-26.0%,-13.7%[46.1 µM],-0.8%,11.8%[38.3 µM]
O=c1c2c(nc3cc(-c4cccc(Cl)c4)[nH]n13)CCCC2,-27.5%,2.0%,44.3%[activator],-13.2%[9.22 µM],31.5%,1.6%,20.9%
Cc1ccc(Oc2nnc(-c3cccs3)c3ccccc23)cc1,2.3%,3.0%,-2.4%,3.1%,-58.7%,8.3%,5.8%
CCC1CCc2c([nH]c3ccccc3c2=O)O1 (configuration not stated),-5.5%,3.0%,2.7%,0.6%,20.0%,1.1%,2.8%
COc1ccc(C2(CNC(=O)c3cccc([N+](=O)[O-])c3)CCOCC2)cc1OC,-1.3%,-0.1%,-8.1%,?,15.1%,-1.0%,17.2%

# Limited to NPSR antagonist (2 entries from above):
compound,NPSR antagonist
Cc1ccc(Oc2nnc(-c3cccs3)c3ccccc23)cc1,-58.7%
CCC1CCc2c([nH]c3ccccc3c2=O)O1 (configuration not stated),20.0%

# The listing continues:
SMILES,Luc counter,CBFb-RUNX1 inh,L3MBTL1 block,HttQ103 aggreg,NPSR antagonist,Epigenetic reg,IMPase Li inh
Cc1ccc(NC(=O)NNC(=O)c2sccc2-n2cccc2)cc1,-0.1%,9.6%,-11.8%,2.8%,-1.8%,-0.1%,0.2%
O=C(N=Nc1c(O)[nH]c2ccc(Br)cc12)c1ccccc1-n1cccc1,0.9%,?,nt,-18.4%,12.6µM*,2.1%,38.0%[activator][38.3 µM]
CCCNc1nc(C)cc(-c2cc(C(=O)NCc3ccccc3)on2)n1,nt,19.9%,nt,-43.1%[9.22 µM],-6.0%,-0.1%,nt
COCCNC(=O)NC1(C(F)(F)F)Oc2ccc(Cl)cc2O1 (configuration not stated),nt,0.2%,-0.2%,3.9%,-5.7%[46.1 µM],-0.8%,nt
CC1(C)CC(=O)C(C=NCCCN2CCOCC2)=C(O)C1,11.0%,6.2%,-7.7%,-4.8%,-28.1%[46.1 µM],0.7%,2.2%[38.3 µM]
O=C(Nc1nc2ccccc2[nH]1)c1ccccc1,11.2µM*,-2.8%,nt,-20.9%,-17.2%[46.1 µM],2.6%,5.8%[38.3 µM]
COc1ccccc1NC(=O)CN(Cc1ccccc1)S(C)(=O)=O,-1.6%,4.7%,-0.1%,24.2%,2.2%[46.1 µM],-4.9%,8.0%
COc1ccc(S(=O)(=O)N2CCCC(C(=O)Nc3ccc4c(c3)OCCO4)C2)cc1 (configuration not stated),5.4%,-4.7%,-7.1%,2.9%,-11.0%[46.1 µM],-0.8%,-1.8%
COc1ccc(-c2n[nH]c(=S)n2CC(C)C)cc1,0.0%,3.5%,nt,23.7%,-5.3%[46.1 µM],-0.7%,2.0%[38.3 µM]
C=CCc1cccc2cc(C(=O)O)c(=O)oc12,-4.0%,-4.9%,nt,8.4%,-11.6%[46.1 µM],-0.3%,-1.0%[38.3 µM]
CCC(CC)c1nnc(NC(=O)/C=C/c2ccco2)s1,-1.7%,-0.7%,-5.3%,8.0%,-6.1%,0.0%,-2.0%
COC(=O)[C@@]1(Cc2ccc(F)cc2)[C@H]2c3cc(C(=O)N4CCCC4)n(CCF)c3C[C@H]2CN1C(=O)c1ccccc1,-4.9%,-22.9%,nt,nt,nt,1.6%,18.1%
COc1ccc(CCNc2oc(-c3ccccc3OC)nc2C#N)cc1,-1.7%,-1.3%,-7.1%,8.7%,?,-4.8%,24.6%[38.3 µM]
Cc1ccc(-n2nc(C)c3onc(C)c3c2=O)cc1,nt,11.5%,4.5%,-13.5%[9.22 µM],-2.7%,-0.3%,nt
